Compound activity deposited in PubChem BioAssay by National Center for Advancing Translational Sciences (NCATS).
KCNH2 3.1 block: qHTS for Inhibitors of KCHN2 3.1: Mutant qHTS; Potassium voltage-gated channel subfamily H member 2, brain isoform KCNH2 3.1 (human); U2OS KCNH2 3.1, thallium flux FluxOr; hits give low values; activity change, % (tested at about 1.8 µM); 0.95% of 340,000 active; AID 720553, 2013;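 active means maximum activity change below -70%; inconclusive means maximum activity change from -70% to -50%; inactive means maximum activity change above -50%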;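 further: thallium influx rate constant from kinetic fluorescence after stimulation buffer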
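We transduce U2OS cells with the mutant 3.1 virus, culture them overnight, load FluxOr with Red40 quencher for 45 min, then add stimulation buffer and read kinetically for 2 min to derive a normalized rate constant.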
The depositor's hits bear a star; ? = inconclusive. On the % scale 0 is the no-effect control and ±100 the full control effect.

SMILES	KCNH2 3.1 block
O=C1NC(=O)C2(CCCc3ccc([N+](=O)[O-])cc32)N1 (configuration not stated)	-4
Nc1cccc(C(=O)c2ccccc2C(=O)O)c1	5
COc1ccc(NC(=O)c2c(C)noc2C)cc1S(=O)(=O)N1CCCCC1	4
O=C(CCc1ccccc1)Nc1sc2c(c1C(=O)O)CCCC2	0
O=C(CC1Sc2ccccc2NC1=O)NNc1ccc(Cl)c(Cl)c1 (configuration not stated)	3
COCCn1c(SCc2ccc(C)cc2)nc2c1c(=O)[nH]c(=O)n2C	0
O=C(C=Cc1ccc2c(c1)OCO2)c1ccccc1	-2
O=C(NNC(=O)c1ccc2ccccc2c1)c1ccc(Cl)c(Cl)c1	-2
Cn1nnnc1SCCNC(=O)C1CCC(=O)N(Cc2cccc(C(F)(F)F)c2)C1 (configuration not stated)	7
O=C(O)COc1ccc(NC(=O)c2ccc3c(c2)C(=O)N(CC2CCCO2)C3=O)cc1 (configuration not stated)	-2
O=C1OCC/C1=C\NCCCCCCCCN/C=C1\CCOC1=O	3
C[C@@H]1CN([C@@H](C)CO)C(=O)c2cc(NC(=O)C3CCCCC3)ccc2O[C@@H](C)CCCCO[C@@H]1CN(C)C(=O)CCCN(C)C	17
Cn1c(=O)c2[nH]c(CN3CCCCC3)nc2n(C)c1=O	17
C=C[C@@]1(C)CC(=O)[C@]2(O)[C@@]3(C)[C@@H](O)CCC(C)(C)[C@@H]3[C@H](OC(C)=O)[C@H](O)[C@@]2(C)O1	-1
CCSC(=O)N=Nc1ccc(O)cc1	-3
COC(=O)C[C@H]1C[C@@H]2c3cc(NS(=O)(=O)c4ccc(OC)cc4)ccc3O[C@@H]2[C@H](CO)O1	3
O=C1OCCC1=CN1CCCCC1	10
Nc1ccc(Cn2ccc3c4c(N)nc(N)nc4ccc32)cc1	-19
Cc1ccnc(Nc2nc(-c3sc(C)nc3C)cs2)c1	-4
CC1(C)N=C(N)N=C(N)N1c1cccc(CC(=O)Nc2ccccc2)c1	3
O=C(Nc1cccc2ccccc12)NC1CC1	0
CC1(C)Cc2c(cnn2-c2ccc(F)cc2)C(NC(=O)C2=CC(=O)CC(C)(C)O2)C1 (configuration not stated)	10
O=C(COC(=O)c1ccc(O)cc1O)NC(=O)c1ccccc1	-5
COc1cccc(CN(C)CCCn2cnc3c(OC)ncnc32)c1	6
COc1ccccc1NC(=O)N(CCN1CCCC1)Cc1cc2cc(C)ccc2[nH]c1=O	1
Oc1ccccc1C=NN=C1c2ccccc2-c2ccccc21	-7
CCOC(=O)c1c(NC(=O)C2Cc3ccccc3C(=O)O2)sc2c1CCCC2 (configuration not stated)	29
CCOC(=O)/C=C1/SCC(=O)N1CC(=O)NC12CC3CC(CC(C3)C1)C2	8
CN(Cc1ccccc1)C(=O)c1cccc(NC(=O)Cc2ccc(NC(=O)C3CCN(C(=O)C4CCCCC4)CC3)cc2)c1	6
CC(C)c1ccc2c(c1)C(N1CCNCC1)Cc1ccc(F)cc1S2 (configuration not stated)	-6
Cn1nc(C(=O)OCC(=O)NCc2ccc(Cl)cc2Cl)c2ccccc2c1=O	-14
CCOC(=O)N1CCC(Nc2nc3ccccc3n3cnnc23)CC1	-5
COc1ccc(Cc2nc3ccccc3c(=O)n2N)cc1OC	-5
Cc1ccc(NC(C(=O)c2ccccc2)c2ccccc2)cc1 (configuration not stated)	-3
O=C(Nc1ccccc1C(F)(F)F)NC1(C(=O)N2CCOCC2)CCCCC1	-4
Cc1cccc(CN(Nc2ccccc2)c2ccccc2)n1	1
O=C(CSc1ccc(Cl)cc1)Nc1ccccc1	18
CCOc1ccc(CCN2C(=S)N([C@@H](Cc3ccc(O)cc3)CN3CCCC3CN3C(=S)NC[C@@H]3Cc3ccc(O)cc3)C[C@@H]2CC(C)C)cc1 (some centres not stated)	-28
Cc1ccccc1C(=O)Nc1ccc(S(=O)(=O)NCC2CCCO2)cc1 (configuration not stated)	-22
CCC(=O)Nc1ccc(S(=O)(=O)NC[C@H]2O[C@@H](n3cc(C)c(=O)[nH]c3=O)C[C@@H]2O)cc1	-2
CN1C(=O)N(CC(=O)Nc2ccc3c(c2)OCO3)C(=O)C12CCCCC2	-14
Cc1nc(C)c(C(=O)OCC(=O)Nc2ccc(C)c(C)c2)s1	-10
CN/C(=C/[N+](=O)[O-])NCCSCc1csc(CN(C)C)n1	-1
COc1ccc(NCC(=O)Nc2c(C)cccc2C)cc1S(=O)(=O)N1CCOCC1	5
CC1(C)Oc2cc3oc(C(=O)O)cc(=O)c3cc2-c2ccccc21	-4

Fetched by structure from above, three records:
SMILES	KCNH2 3.1 block
CCC(=O)Nc1ccc(S(=O)(=O)NC[C@H]2O[C@@H](n3cc(C)c(=O)[nH]c3=O)C[C@@H]2O)cc1	-2
Cc1cccc(CN(Nc2ccccc2)c2ccccc2)n1	1
CC1(C)Oc2cc3oc(C(=O)O)cc(=O)c3cc2-c2ccccc21	-4

Next section:
SMILES	KCNH2 3.1 block
CCOC(=O)c1c(-c2ccccc2)csc1NC(=O)c1cc(-c2ccccc2OC)on1	-18
CCCCCn1c(=O)[nH]c2cc(C(=O)NC3CCN(Cc4ccccc4)CC3)ccc2c1=O	-4
CCCC(=O)Nc1ccc(S(=O)(=O)Nc2nccs2)cc1	9
NC(=O)c1cccc(-c2cnc(N)c(C(=O)c3cccnc3)n2)c1	3
Cc1ccc(Nc2cc(C)nc3ccccc23)c(C)c1	7
Clc1cccc(CSc2ncnc3c2ncn3C2CCCCO2)c1 (configuration not stated)	-27
O=S(=O)(CCN1CCN(c2ccccc2O)CC1)c1ccc(Cl)cc1	18
Cc1ccc(S(=O)(=O)N(C)CCCC(=O)Nc2ccccn2)cc1	5
Cc1ccc(C(=O)NNC(=O)c2ccc3ccccc3c2)cc1	-2
CCN(CC)c1nc(C=Cc2ccc(N(C)C)cc2)c2nccnc2n1	-99*
C#CCOCCOCCOCCNc1nc(N2CCN(C(=O)[C@H](CCCCN)n3cc(CN)nn3)CC2)nc(N2CCN(C(=O)[C@H](CCCCN)n3cc([C@@H](N)CC(N)=O)nn3)CC2)n1	13
COc1ccc(CN(C)C(=O)c2ccc(OCC(=O)Nc3cccc(C(F)(F)F)c3)c(OC)c2)cc1	-18
CN(Cc1nc2ccccc2c(=O)[nH]1)C(=O)c1cc(-c2ccc(Br)cc2)nc2ccccc12	-35
Cn1c(CCN2CCCC2)nc2cc(NS(=O)(=O)c3ccc(F)cc3)ccc21	-13
Cn1c(=S)c2[nH]c(SCCC(C)(C)C)nc2n(C)c1=O	-49

A second format for 2 compounds above:
COc1ccc(CN(C)C(=O)c2ccc(OCC(=O)Nc3cccc(C(F)(F)F)c3)c(OC)c2)cc1
  KCNH2 3.1 block: -18
O=S(=O)(CCN1CCN(c2ccccc2O)CC1)c1ccc(Cl)cc1
  KCNH2 3.1 block: 18

New compounds follow.
SMILES	KCNH2 3.1 block
Oc1ccc(C=NNc2ccccn2)c(O)c1	6
CC(=O)c1ccc(NC(=O)CN2CCC(NC(=O)c3ccccc3C)CC2)cc1	-1
O=C(CCNC(=O)C1CCN(S(=O)(=O)c2ccccc2)CC1)NCc1cccnc1	1
Nc1nc(COC(=O)c2ccco2)nc(Nc2ccccc2)n1	4
C[C@@H]1CN([C@@H](C)CO)C(=O)c2cc(N(C)C)ccc2O[C@@H](C)CCCCO[C@@H]1CN(C)S(=O)(=O)c1cccs1	-13
C[C@@H]1CN([C@H](C)CO)C(=O)CCCn2nncc2CO[C@H]1CN(C)C(=O)c1ccc2ccn(C)c2c1	11
O=C(c1cccs1)N1C[C@@H](n2cc(C3CC3)nn2)[C@H](O)C[C@@H]1c1ccccc1	2
CN(C)CCC1(c2ccccc2)CCN(C)C1=O (configuration not stated)	-1
CCN(CC)C(=O)C1=C(C)N(Cc2ccc(OC)cc2)C(=O)C(CC(=O)NC(c2ccccc2)c2ccccc2)C1 (configuration not stated)	12
COC1OC(CO)C(N=C(C)C)C1O (configuration not stated)	0
O=C1OC(Cc2ccccc2)C(c2ccccc2)C1=O (configuration not stated)	12
Cc1cccc(OCC(=O)Oc2ccc(Cl)cc2)c1	3
Nc1cccc2cccc([N+](=O)[O-])c12	-8
CCCCn1cnc2c(SCc3ccccc3F)nc(N)nc21	-10
Cc1cc(C)c2cc(C#N)c(N3CCNCC3)nc2c1	16

A few values from the list.
KCNH2 3.1 block, Cc1cc(C)c2cc(C#N)c(N3CCNCC3)nc2c1 is entered as 16
KCNH2 3.1 block, CCN(CC)C(=O)C1=C(C)N(Cc2ccc(OC)cc2)C(=O)C(CC(=O)NC(c2ccccc2)c2ccccc2)C1 (configuration not stated) is entered as 12
KCNH2 3.1 block, O=C1OC(Cc2ccccc2)C(c2ccccc2)C1=O (configuration not stated) is entered as 12

(list continues)
SMILES	KCNH2 3.1 block
COc1ccc(C(=O)OC2C(OC)OCC(O)C2O)cc1 (configuration not stated)	8
NC(=O)CN1C(=O)C2C3CCC(C3)C2C1=O (configuration not stated)	-16
CN(C(=O)c1cccc(NC(=O)Cc2ccc(NC(=O)C3CCCN(C(=O)CCc4ccccc4)C3)cc2)c1)C1CCC1 (configuration not stated)	7
O=C(COC(=O)/C=C/c1ccc(Cl)cc1)NC1CCS(=O)(=O)C1 (configuration not stated)	3
COc1ccc(N2CCN(C(=O)COC(=O)[C@@H](NC(=O)c3c(F)cccc3F)C(C)C)CC2)cc1	8
C[C@H](CO)N1C[C@H](C)[C@@H](CN(C)C(=O)Nc2cccc(F)c2)Oc2ncc(Br)cc2C1=O	7
COc1ccc(C(CC(=O)O)c2cc(OC)c(OC)c(OC)c2)cc1OC (configuration not stated)	-11
CCCC1(CC)C(=O)NC(=O)N=C1N (configuration not stated)	8
O=C(COc1ccc2ccc(=O)oc2c1)NCCN1CCOCC1	5
Cc1ccccc1S(=O)(=O)N(C)C[C@H]1OCc2cnnn2CCCC(=O)N([C@@H](C)CO)C[C@H]1C	-12
CCN(CC)CCCNC(=O)CNC(=O)c1nn(-c2ccc(OC)cc2OC)c(=O)c2ccccc12	-7
C[C@H]1CCC[C@]2(O[C@H](CCO)C[C@H](O)[C@H]2O)O1	10
Nc1cccc2c1C(=O)N(c1ccccc1)C2=O	-4
CCCc1c(C(=O)N/N=C(\C)c2ccc3c(c2)OCO3)nnn1-c1nonc1N	14
CCCNC(=O)C1(CC2CC(c3ccccc3)=NO2)CCN(C(=O)c2cc(OCC)c(OCC)c(OCC)c2)CC1 (configuration not stated)	25
O=C(CCCCN1CCCCC1)c1ccccc1	3
O=C1[C@H](Cc2ccccc2)NCC=CC[C@@H](c2ccco2)N1Cc1ccccc1	-6
CCCNC(=O)C[C@@H]1C[C@H]2c3cc(NC(=O)c4ccc5c(c4)OCO5)ccc3O[C@H]2[C@@H](CO)O1	-7
O=C1c2ccccc2S(=O)(=O)c2cc(C(=O)N3CCN(c4ccc(Cl)cn4)CC3)ccc21	-9
O=C(O)C(O)(c1ccccc1)C(O)c1ccccc1 (configuration not stated)	1
COc1ccccc1CNC(=O)C[C@@H]1C[C@H]2c3cc(N(C)C)ccc3O[C@H]2[C@H](CO)O1	7
Nc1cccc(-c2c[nH]c3ncc(-c4cccnc4)cc23)c1	20
COc1cccc(S(=O)(=O)N(C)C[C@H]2Oc3cc(Br)ccc3S(=O)(=O)N([C@@H](C)CO)C[C@H]2C)c1	-14
CN(Cc1ccccc1)C(=O)CN1C(=O)NC2(CCCc3sccc32)C1=O (configuration not stated)	19
Cc1ccc(S(=O)(=O)N2CCSCCSCCSCCSCC2)cc1	?
O=C(c1ccccc1)C1CC1c1ccccc1 (configuration not stated)	-5
COc1ccc(OC)c2sc(NC(=O)CCS(=O)(=O)c3ccccc3)nc12	7
Cc1ccc(S(=O)(=O)N2CCOCC2)cc1NC(=O)c1ccncc1	1
Cc1cccc(CN2CCC(CNC(=O)Nc3ccccc3F)CC2)c1	-4
CCN(C(=O)COC(=O)c1cc(=O)[nH]c2ccccc12)c1c(N)n(Cc2ccccc2)c(=O)[nH]c1=O	18
COc1ccc(Cl)cc1S(=O)(=O)N1CCCC(C(=O)NCC(N)=O)C1 (configuration not stated)	5
COc1ccc(S(=O)(=O)N2CCN(c3ccccc3)CC2)cc1OC	-24
Cc1cccc(N(CC(=O)N/N=C/c2ccc(C(=O)O)cc2)S(=O)(=O)c2ccccc2)c1C	22
CCOC(=O)/C=C/C(=O)Nc1ccc(S(=O)(=O)Nc2cc(OC)nc(OC)n2)cc1	-23
CC(C)(C)C(=O)Nc1ccc(Cc2ccncc2)cc1	6
COC(=O)[C@@H]1C[C@]2(Br)c3ccccc3N(S(=O)(=O)c3ccccc3)[C@@H]2N1C(=O)OC	3
CCc1cc(C(=O)N2CCCc3ccccc32)sc1C	8
Cc1cc(O)c(N=Nc2ccc(C(=O)O)cc2)cc1C	-11
COc1ccc(CC(=O)OCC(=O)Nc2ccc3[nH]c(=O)[nH]c3c2)cc1OC	13
O=C1CC(C(=O)O)C2(CCCC2)O1 (configuration not stated)	-2
O=C(/C=C/c1ccccc1)Nc1cccc(C(=O)NC2CC2)c1	1
O=C(Cc1cccc(NC(=O)C2CCCN(C(=O)C3CC3)C2)c1)Nc1ccc(C(=O)N2CCCCC2)cc1 (configuration not stated)	-2
CN(CC(=O)NCC1CCCO1)S(=O)(=O)c1ccc2ccccc2c1 (configuration not stated)	-4
CC(C)(C)OC(=O)NCCCCCNC(=O)c1[nH]cnc1C(=O)Nc1cc(Br)ccc1F	-11
Clc1nc(NCCc2ccccc2)c2cn[nH]c2n1	-8
CC12CCC(C(=NO)C1=O)C2(C)C (configuration not stated)	-4

Of the compounds above, these contain a tert-butyl group.
SMILES	KCNH2 3.1 block
Cn1c(=S)c2[nH]c(SCCC(C)(C)C)nc2n(C)c1=O	-49
CC(C)(C)C(=O)Nc1ccc(Cc2ccncc2)cc1	6
CC(C)(C)OC(=O)NCCCCCNC(=O)c1[nH]cnc1C(=O)Nc1cc(Br)ccc1F	-11

This is a subset (hit frequency here may not be typical).
